High-throughput results: PubChem BioAssay, several laboratories
West Nile antiviral: inhibition of WNV-induced cytopathic effect – cell-based, CPE readout (AID 1621) | West Nile virus-infected cells, CPE inhibition; higher % means a stronger effect | CPE inhibition, % at 10 µM, or IC50 in µM where a hit was titrated | 0.02% of 290,000 active; in the data active = a potency from the dose series; inconclusive = CPE inhibition mostly from about 3.7% at the one dose, without a potency; inactive = the rest, 99 in 100 with CPE inhibition below about 2.2%; note: strong numbers were not always called active
KOR beta-arrestin-1: kappa opioid receptor blockers – cell-based, luminescence, uHTS (AID 1778); KOR beta-arrestin recruitment, luminescence, antagonist mode; higher % means a stronger effect; inhibition, % at 10 µM, or IC50 in µM where a hit was titrated; 0.091% of 290,000 active; note: strong numbers were not always called active
NS5 inhibitors: Dengue-2 NS5 methyltransferase inhibitors, primary screen, biochemical, confirmation dose response (AID 588689). 0.3% of 340,000 active. Dengue-2 NS5 methyltransferase capping enzyme assay, biochemical; higher % means a stronger effect. one-dose inhibition, % at 25 µM; IC50 in µM for titrated hits; in the data active = a potency from the dose series; inconclusive = inhibition above about 29% without an active follow-up result
Yfh1-off respiration: enhancers of respiration in Yfh1-depleted yeast, dose response, Friedreich's ataxia, plus single-dose screen (AID 1465) | S. cerevisiae Yfh1-off respiration, WST-1 reduction, 72 h; higher fold induction means a stronger effect | one-dose fold induction at 50 µM; EC50 in µM for titrated hits | 0.074% of 220,000 active;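 active = fold induction of absorbance versus untreated yeast above a set limit, then at least 30% activation at any dose in follow-up; inconclusive = repeats straddling the limit, or above it without dose testing; inactive = fold induction below the set limit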;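 note: activators that raise dye reduction in frataxin-depleted yeast; strong numbers were not always called active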
KOR beta-arrestin-2: KOR agonists, beta-arrestin recruitment, primary screen, cell-based, luminescence, uHTS (AID 1777); activation, % at 10 µM; hits with a dose series show EC50 in µM; 0.02% of 280,000 active; KOR beta-arrestin recruitment, luminescence; higher % means a stronger effect; in the data active = activation above about 50%, passing the limit was not always enough; note: a part of the inactive calls stands beside numbers as strong as those of hits
NOD2 inhibition: NOD2 signaling inhibitors, cell-based, luminescence, uHTS, HEK293 (AID 1566) | inhibition, % at 4 µM, or EC50 in µM where a hit was titrated | HEK293 NOD2/NF-kB luciferase reporter, luminescence; higher % means a stronger effect | 0.63% of 290,000 active; note: many of its hits are not listed in these tables
AID2073: inhibitors of Mint1-CaV2.2 protein interaction, biochemical, HTRF (AID 2073); HTRF protein-protein interaction, Mint1-CaV2.2; higher % means a stronger effect; one-dose inhibition, % at 20 µM; IC50 in µM for titrated hits; 0.19% of 290,000 active; in the data active = inhibition mostly above about 51%, no sharp cut-off; inconclusive = no clear call, values can overlap the other calls; inactive = mostly below about 53%; note: some results filed as inactive read as strong as hits
HIV fusion peptide: inhibitors of HIV fusion peptide binding, primary screen, biochemical, uHTS, fluorescence dequenching (AID 1986); cell-free peptide binding, fluorescence dequenching, 30 min; higher % means a stronger effect; inhibition, % at 20 µM, or IC50 in µM where a hit was titrated; 0.3% of 290,000 active; in the data active = inhibition mostly above about 52%, no sharp cut-off; inactive = mostly below about 76%; note: some results filed as inactive read as strong as hits
NOD1 NF-kB reporter: NOD1 signaling inhibitors, primary screen, cell-based, luminescence, uHTS (AID 1578) | one-dose inhibition, % at 4 µM; EC50 in µM for titrated hits | 1% of 290,000 active | NOD1-driven NF-kB luciferase reporter cells, luminescence; higher % means a stronger effect; in the data active = inhibition mostly above about 36%, no sharp cut-off; inactive = mostly below about 34%;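 note: HEK-293T reporter cells stimulated with the NOD1 agonist gamma-tri-DAP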
Starred values were filed as active, the others as inactive; i = inactive; ? = inconclusive; nt = no result given; [ ] = remark or other dose. Cut-off read from the data, not from the text of the source, unless noted: active = inhibition above about 50%; inactive = the rest. The list is partial (hit frequency here may not be typical).

Screens by letter: A = West Nile antiviral; B = KOR beta-arrestin-1; C = NS5 inhibitors; D = Yfh1-off respiration; E = KOR beta-arrestin-2; F = NOD2 inhibition; G = AID2073; H = HIV fusion peptide; I = NOD1 NF-kB reporter
CC1CCN(C(=O)CN(c2ccccc2)S(=O)(=O)N(C)C)CC1
  A: 0.0% | B: -8% | C: -2% | D: i | E: -2.9% | F: 5% | G: 0% | H: 0.3% | I: -31%

CC(C)(C)n1ncc2c(=O)n(CC(=O)N3CCCC3)cnc21
  A: 0.0% | B: -4% | C: -9% | D: i | E: -3.4% | F: 5% | G: 2% | H: -0.1% | I: -38%

COc1ccc(/C=C/C(=O)NCc2nc3ccccc3[nH]2)cc1OC
  A: -0.3% | B: 10% | C: -7% | D: i | E: -2.7% | F: -5% | G: 12% | H: 0.6% | I: -11%

NC(=O)NC(=O)CSc1nnc(-c2ccc(Cl)cc2)n1CC1CCCO1 (configuration not stated)
  A: -0.4% | B: -22% | C: -13% | D: i | E: 3.4% | F: -16% | G: -1% | H: 0.6% | I: -34%

COc1ccccc1NC(=O)NNC(=O)c1ccc2ccccc2c1O
  A: 0.7% | B: -5% | C: 2% | D: nt | E: 5.6% | F: 28% | G: 13% | H: 4.7% | I: 2%

Cc1ccc(-c2cc(-c3ccco3)c3c(N)c(C(=O)NN)oc3n2)cc1
  A: 0.5% | B: 17% | C: -10% | D: i | E: 2.4% | F: 11% | G: 56% | H: 60% | I: 19%

CC1CN(CCCCOc2ccc(F)cc2)CC(C)O1 (configuration not stated)
  A: -0.6% | B: 6% | C: -2% | D: i | E: -5.1% | F: 0% | G: 3% | H: 0.2% | I: -9%

Cc1cccc(NC(=O)c2sc(Cl)nc2C)c1C
  A: -0.8% | B: -9% | C: -2% | D: i | E: 3.5% | F: 8% | G: 8% | H: -1.3% | I: 31%

Cc1ccccc1-n1nnnc1SCC(=O)N(C)C1CCS(=O)(=O)C1 (configuration not stated)
  A: 0.8% | B: 1% | C: -10% | D: i | E: -2.1% | F: 14% | G: -3% | H: -1.8% | I: -15%

CCOc1cc(C2C3=C(CCCC3=O)NC3=C2C(=O)CCC3)cc(Cl)c1O
  A: 0.3% | B: nt | C: 4% | D: i | E: -13% | F: 6% | G: 1% | H: 1.0% | I: -3%

COc1ccc(N2CC(C(=O)Nc3ccccc3C(=O)NC3CC3)CC2=O)cc1 (configuration not stated)
  A: -0.6% | B: 12% | C: -5% | D: nt | E: -3.2% | F: 13% | G: 4% | H: 0.5% | I: -6%

Cc1cccc(OC(C)C(=O)NC2CCS(=O)(=O)C2)c1C (configuration not stated)
  A: -0.1% | B: 0% | C: 1% | D: nt | E: -1.0% | F: 0% | G: 4% | H: 0.4% | I: -31%

Cc1noc(C)c1CSc1nc2sc(C)c(C)c2c(=O)n1-c1ccccc1
  A: 1.1% | B: 10% | C: 1% | D: i | E: 2.1% | F: -13% | G: -8% | H: 1.6% | I: nt

CC(C)N(CCNC(=O)COc1ccc2oc3c(c2c1)CCCC3)C(C)C
  A: -0.4% | B: 7% | C: 4% | D: nt | E: 6.6% | F: -4% | G: 7% | H: -1.9% | I: -46%

CCN(C(=O)/C=C/c1ccccc1)C1CCCCC1
  A: -0.4% | B: -17%[20 µM] | C: -1% | D: nt | E: 0.3% | F: -6% | G: -2% | H: 0.1% | I: -30%

O=P(Cc1cc(Br)cc(Br)c1OCCO)(c1ccccc1)c1ccccc1
  A: -0.8% | B: 25% | C: 5% | D: i | E: -0.3% | F: -6% | G: 2% | H: -1.8% | I: -8%

NS(=O)(=O)c1ccc(Nc2ccccc2)c([N+](=O)[O-])c1
  A: -0.6% | B: 31% | C: -6% | D: i | E: -2.6% | F: 20% | G: 6% | H: -0.5% | I: -1%

CSc1n[nH]c(=O)n1-c1ccc(Cl)cc1
  A: 0.6% | B: 15% | C: -8% | D: i | E: 0.8% | F: 13% | G: -11% | H: -0.7% | I: -2%

O=C(Nc1cccc([N+](=O)[O-])c1)C1C2/C=C\CCCCC21 (configuration not stated)
  A: -0.5% | B: -88%[20 µM] | C: -3% | D: i | E: 27% | F: -37% | G: -1% | H: -0.7% | I: -9%

CCc1c(O)nc(SCC(=O)Nc2cc(C)on2)n(-c2ccccc2)c1=O
  A: -0.3% | B: 2% | C: -5% | D: nt | E: 2.3% | F: -7% | G: -6% | H: 2.1% | I: -9%

COCCNC(=O)COC(=O)c1ccc(S(=O)(=O)N2CCOCC2)cc1
  A: 0.4% | B: 8% | C: nt | D: i | E: -2.6% | F: 22% | G: 19% | H: -2.3% | I: -16%

CC(=O)NC1=NN(C(C)=O)C(C)(c2ccccc2)S1 (configuration not stated)
  A: ? | B: -21% | C: 1% | D: i | E: -1.0% | F: 4% | G: 10% | H: 6.8% | I: 7%

CC(C)c1ccccc1NS(=O)(=O)c1cccs1
  A: 0.1% | B: 14% | C: -3% | D: nt | E: -3.5% | F: -11% | G: 7% | H: -0.4% | I: -21%

O=C(Nc1ccc(N2CCN(C(=O)c3ccco3)CC2)c(Cl)c1)c1c(F)c(F)c(F)c(F)c1F
  A: ? | B: 14% | C: -6% | D: i | E: -5.7% | F: 18% | G: 12% | H: 0.3% | I: 22%

O=c1c(-c2ccc(Br)cc2)[n+]([O-])c2ccccc2n1OCc1ccccn1
  A: -0.5% | B: -21%[20 µM] | C: 1% | D: i | E: -3.7% | F: 9% | G: 0% | H: 1.1% | I: -33%

5 entries from above in a different format.
SMILES	West Nile antiviral	KOR beta-arrestin-1	NS5 inhibitors	Yfh1-off respiration	KOR beta-arrestin-2	NOD2 inhibition	AID2073	HIV fusion peptide	NOD1 NF-kB reporter
CC(C)N(CCNC(=O)COc1ccc2oc3c(c2c1)CCCC3)C(C)C	-0.4%	7%	4%	nt	6.6%	-4%	7%	-1.9%	-46%
CCN(C(=O)/C=C/c1ccccc1)C1CCCCC1	-0.4%	-17%[20 µM]	-1%	nt	0.3%	-6%	-2%	0.1%	-30%
O=P(Cc1cc(Br)cc(Br)c1OCCO)(c1ccccc1)c1ccccc1	-0.8%	25%	5%	i	-0.3%	-6%	2%	-1.8%	-8%
NS(=O)(=O)c1ccc(Nc2ccccc2)c([N+](=O)[O-])c1	-0.6%	31%	-6%	i	-2.6%	20%	6%	-0.5%	-1%
CSc1n[nH]c(=O)n1-c1ccc(Cl)cc1	0.6%	15%	-8%	i	0.8%	13%	-11%	-0.7%	-2%

(continued)
Screens by letter: A = West Nile antiviral; B = KOR beta-arrestin-1; C = NS5 inhibitors; D = Yfh1-off respiration; E = KOR beta-arrestin-2; F = NOD2 inhibition; G = AID2073; H = HIV fusion peptide; I = NOD1 NF-kB reporter
CC(=O)N1CCN(CC(=O)O)CC1
  A: 0.6% | B: -24% | C: nt | D: i | E: 0.4% | F: 7% | G: -1% | H: -0.4% | I: -14%

O=C1N/C(=C/c2cccn2-c2ccc(F)cc2)C(=O)N1Cc1ccccc1
  A: 0.4% | B: -45% | C: -1% | D: i | E: nt | F: 3% | G: 2% | H: 3.5% | I: -48%

Cc1ccc(C2(C(=O)N3CCC(n4nc(-c5ccccc5)oc4=O)CC3)CC2)cc1
  A: 0.1% | B: 11% | C: -5% | D: nt | E: -0.5% | F: -12% | G: 7% | H: -0.1% | I: -15%

COC(=O)CN1C(=O)N/C(=C/c2ccc(OC)c(C)c2OC)C1=O
  A: 0.2% | B: -35% | C: -4% | D: i | E: 2.6% | F: -1% | G: 2% | H: -0.2% | I: -50%

Cn1cnnc1SCCCN1C(=O)c2cccc3cccc(c23)C1=O
  A: -0.1% | B: -11% | C: 2% | D: i | E: -5.1% | F: 1% | G: -6% | H: 1.1% | I: -30%

CCc1ccc(C(=O)NCc2ccc(Cl)cc2Cl)cc1
  A: -1.7% | B: -3% | C: -1% | D: i | E: 6.7% | F: -8% | G: -1% | H: 0.8% | I: -19%

C/C(=N\NC(=O)c1ccccc1O)c1ccc(Br)s1
  A: -2.1% | B: -10% | C: -1% | D: i | E: -3.9% | F: -37% | G: 26% | H: 6.8% | I: 8%

CCC(CC)C(=O)Nc1ccc(C)cc1O
  A: 0.1% | B: 2% | C: 1% | D: i | E: -2.0% | F: 24% | G: -4% | H: -1.0% | I: -24%

CCn1ccc(C(=O)Nc2ccc(N(C)C(C)=O)cc2)n1
  A: 0.5% | B: -34% | C: 5% | D: i | E: 1.2% | F: -4% | G: 12% | H: 23% | I: -43%

COc1ccc(CCNC(=O)c2ccc(N3CCCC3=O)cc2)cc1OC
  A: -0.1% | B: 14% | C: -4% | D: i | E: -2.7% | F: -2% | G: 5% | H: -1.2% | I: nt

Cc1nc2ccc(C(=O)Nc3ccc4nc[nH]c4c3)cc2[nH]1
  A: 0.3% | B: -10%[20 µM] | C: -5% | D: nt | E: -1.3% | F: 5% | G: 12% | H: -2.2% | I: -16%

Cn1c(=O)c2c(nc(Sc3n[nH]c(N)n3)n2Cc2ccccc2Cl)n(C)c1=O
  A: -0.2% | B: -64% | C: -7% | D: i | E: 5.9% | F: 3% | G: 9% | H: 3.9% | I: 27%

Cc1ccccc1CN1CCN(C2CCC2)CC1CCO (configuration not stated)
  A: -0.5% | B: -28%[20 µM] | C: -6% | D: nt | E: -5.3% | F: -12% | G: 10% | H: -0.7% | I: -30%

O=Cc1ccc(O)cc1O
  A: 0.5% | B: -10%[20 µM] | C: -1% | D: nt | E: -4.6% | F: 0% | G: 6% | H: 0.3% | I: -37%

O=C1COc2ccc(C(=O)COC(=O)COc3ccccc3[N+](=O)[O-])cc2N1
  A: 0.5% | B: -2% | C: -4% | D: i | E: 1.9% | F: 4% | G: -14% | H: -2.0% | I: -3%

CCS(=O)(=O)c1nc(S(=O)(=O)c2ccc(Cl)cc2)c(NCCN2CCOCC2)s1
  A: -0.3% | B: 0% | C: -7% | D: nt | E: -2.2% | F: 22% | G: 6% | H: -1.0% | I: 11%

CCc1ccc(CN2CCSCC2)cc1
  A: -0.2% | B: -54%[20 µM] | C: 4% | D: nt | E: 1.5% | F: -8% | G: -1% | H: 0.9% | I: -17%

CC(=O)OC(C(=O)Nc1nccs1)c1ccccc1 (configuration not stated)
  A: -0.3% | B: -3% | C: -1% | D: nt | E: 4.0% | F: 3% | G: -4% | H: 1.0% | I: -23%

CCOC(=O)C1=C(N)N(c2ccccc2)C(=O)C1
  A: 0.4% | B: -35% | C: -8% | D: i | E: 3.7% | F: 5% | G: -19% | H: 0.8% | I: -11%

NC(=O)CC(NC(=O)c1ccccc1)c1ccc(N2CCCCCCC2)c([N+](=O)[O-])c1 (configuration not stated)
  A: -1.2% | B: -28%[20 µM] | C: 5% | D: nt | E: -3.6% | F: 6% | G: 39% | H: -2.0% | I: -11%

COc1cccc(/C=C2/SC(=O)N(CC(=O)N3CCc4ccccc4C3)C2=O)c1OCC(=O)O
  A: 0.4% | B: 2% | C: 11% | D: i | E: 1.1% | F: 4% | G: 5% | H: 3.4% | I: -8%

CC1CCN(S(=O)(=O)c2ccc3ncn(CC(=O)N(C)C4CCCCC4)c(=O)c3c2)CC1
  A: -0.8% | B: -10% | C: -11% | D: i | E: 2.5% | F: 7% | G: 4% | H: -1.4% | I: -20%

COc1ccc(C2C(C(=O)N3CCCC3)CC(=O)N2c2ccc(OC)cc2)cc1 (configuration not stated)
  A: 0.1% | B: 3% | C: -6% | D: i | E: -2.3% | F: 15% | G: 2% | H: -1.3% | I: -4%
